mcGAS inh – inhibitors of mouse cGAS; inhibition, % at 12.5 µM; Q8C6L5; 160,000 compounds, 0.15% hits; recombinant cGAS, Kinase-Glo ATP depletion luminescence;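 further: 0% = negative control wells and 100% = reference inhibitor with no enzyme activity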
NPYLR7 ag – mosquito NPYLR7 agonism; 270,000 compounds, 0.15% hits; HEK293T NPYLR7/Galpha15, GCaMP6s calcium fluorescence; activation, % at 10 µM; AID 1259423; in the data active means activation above about 40%;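 further: 0% = vehicle and 100% = reference agonist at the receptor; some compounds past the cut are filed as inactive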
hcGAS lum – inhibitors of human cGAS | Q8N884 | recombinant h-cGAS, ATP depletion, Kinase-Glo luminescence | inhibition, % at 12.5 µM | 290,000 compounds, 0.081% hits;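 further: 0% = vehicle reaction and 100% = reaction without DNA for no activity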
Target sequence (Q8N884 whole entry, looked up): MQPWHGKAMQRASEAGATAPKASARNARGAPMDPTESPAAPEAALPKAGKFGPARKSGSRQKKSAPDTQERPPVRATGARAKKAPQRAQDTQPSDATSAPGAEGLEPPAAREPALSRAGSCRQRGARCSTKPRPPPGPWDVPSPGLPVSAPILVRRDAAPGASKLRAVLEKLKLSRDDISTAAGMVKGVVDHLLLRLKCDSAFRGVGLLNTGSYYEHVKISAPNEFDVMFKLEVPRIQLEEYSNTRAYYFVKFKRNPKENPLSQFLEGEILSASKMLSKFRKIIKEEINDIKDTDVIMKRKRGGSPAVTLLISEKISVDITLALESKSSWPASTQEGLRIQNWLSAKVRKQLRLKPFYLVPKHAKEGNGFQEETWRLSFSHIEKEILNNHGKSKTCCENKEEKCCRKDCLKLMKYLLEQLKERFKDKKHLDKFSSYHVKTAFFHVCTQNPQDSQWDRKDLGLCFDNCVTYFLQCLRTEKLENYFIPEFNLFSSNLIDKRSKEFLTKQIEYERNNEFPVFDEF
* hit, by the source's call; / = no result given; & = joins results of further samples. Unless noted, no stated cut-off is given here; in the data, active means inhibition above about 40%; inactive means the rest.

compound | mcGAS inh | hcGAS lum | NPYLR7 ag
COCC1(C(=O)N2CCCC2c2nc(-c3ccccc3)no2)CCC1 (configuration not stated) | / | 4 | 2
Oc1oc(-c2cccc3ccccc23)nc1C=Nc1ccccc1Cl | / | -2 | -2
CNc1cncc(-c2cccc(C(=O)N(C)C)c2)n1 | / | 0 | 3
CN(Cc1nc2ccc(Cl)cc2[nH]1)Cc1c(C(=O)N2CCCCC2)nc2sccn12 | -3 | -3 | -10
CCc1ccc(S(=O)(=O)Nc2ccc(-c3ccc4nncn4n3)cc2)s1 | -7 | -7 | -9
COC(=O)c1cccc(CN2CCN(c3cc(Nc4cccc(C)c4)ncn3)CC2)c1 | -1 | 2 | 2
Cn1nc(C2CC2)cc1NC(=O)C1(C)CCN1C(=O)CCc1ccccc1 (configuration not stated) | 0 | 2 | -4
CC=CCN(CC)Cc1nc2cc(Cl)ccc2c(=O)[nH]1 | / | -10 | 1
COc1ccc(CCNC(=O)CSc2ncnc3sc(C)c(C)c23)cc1OC | 1 | 2 | -9
COC(=O)[C@@H]1C[C@H](NS(=O)(=O)CCc2ccncc2)CN1C | / | -7 | 8
CCCCOc1ccc(-c2cc3c(=O)n(CC(=O)NCc4ccccc4)ccn3n2)cc1 | -8 | -9 | 4
Cc1ccc(C2=N/C(=C\N3CCCCC3)C(=O)O2)cc1 | -7 | -10 | 0
CC1C(=O)N(c2ccc(Cl)cc2Cl)CCN1C(=O)Cc1ccccc1 (configuration not stated) | -5 | -5 | 3
CCCC(=O)NC1CCCN(C(=O)c2c(Cl)nc3ccccn23)C1 (configuration not stated) | / | -5 | -1
CONC(=O)c1cc(-c2ccco2)[nH]n1 | / | -15 | 10
COCCn1c(CN2CCN(C)CC2)nc2c1c(=O)n(C)c(=O)n2C | -4&-1 | -1&4 | 5&2
CCC(Nc1ccccc1)c1nc(C2CCC2)no1 (configuration not stated) | / | -12 | -6
Cc1nnsc1CN(C)C(=O)c1cc(-c2cccn2C)n[nH]1 | / | -2 | 13
Cc1nn(-c2ccc([N+](=O)[O-])cc2)c2c1C(=NNc1ccc([N+](=O)[O-])cc1)CC(C)(C)C2 | / | -10 | -5
CN(C(=O)COC(=O)CN1C(=O)NC2(CCCC2)C1=O)C1CCCCC1 | / | 0 | 8
O=C(Nc1ccc2oc(Cc3ccccc3Cl)nc2c1)c1ccccc1F | -5 | -6 | -2
COC(=O)c1ccc(C(=O)Nc2ccc3c(c2)OCCO3)cc1 | / | -2 | -8
CC(C)Cc1cc(CNc2nc(-c3cccnc3)nc3c2CNC3)no1 | -18 | -7 | 17
O=C(CCc1ccc2c(c1)OCO2)N1CCN(S(=O)(=O)c2ccc(Cl)s2)CC1 | / | -4 | 4
O=C(CC1C(=O)NCCN1CC1CCCCC1)NCc1cc(F)ccc1F (configuration not stated) | -3 | 0 | 1
O=S(=O)(NCc1ccccc1)Nc1cc2c(cc1-n1ccnc1)OCCO2 | / | -4 | 7
C/C=C\COC1CCCN(C(=O)c2cccc(Cl)c2)C1 (configuration not stated) | 0 | 4 | -3
CCC(O)c1ccc(-c2ccnc3[nH]ccc23)cc1 (configuration not stated) | / | -4 | -1
COc1ccc(CCNC(=O)c2cccnc2N2CCN(C(=O)c3cc(C)on3)CC2)cc1OC | -6 | -4 | -3
Cc1ccc(O)c(C2=NCCN=C(C(F)(F)C(F)F)C2)c1 | 1 | 2 | 3
Cc1ccc(C)c(N(C(=O)Cn2c(=O)[nH]c3ccccc3c2=O)C(C)C)c1 | / | -6 | -3
CC(=O)NCc1ccc(C(=O)N(c2ccc(Cl)cc2)C(C)C)cc1 | / | -7 | 6
CN1CCN(C(CNC(=O)c2cccc3ccccc23)c2ccsc2)CC1 (configuration not stated) | -7 | -11 | 6
Cc1cc(C)n(-c2ccc(C(=O)N3CCc4c(c(C(=O)O)nn4C)C3)cc2)n1 | / | -7 | -4
Cc1nn2c(nnc3c(=O)n(-c4ccc5c(c4)OCO5)ccc32)c1-c1cccc(Cl)c1 | / | -6 | 0
CCc1ccc(CN2CCCC2c2c(C)noc2C)o1 (configuration not stated) | / | -3 | 4
COc1ccc(-c2nc3cc(C)cc(C)n3c2NC(C)(C)CC(C)(C)C)cc1OC | -5 | -5 | /
Cn1c(CNC(=O)C2CCC(=O)N(CCc3cccc(F)c3)C2)nc2ccccc21 (configuration not stated) | / | -7 | 6
COc1ccc(F)c(-c2nccc(N3CCC(O)C3)n2)c1 (configuration not stated) | -22 | -5 | 2
c1ccc(CO[C@@H]2CO[C@H]3[C@@H]2OC[C@@H]3NCC2CCCCC2)cc1 | -8 | -6 | -10
S=c1[nH]nc(Cc2cccc3ccccc23)n1N=Cc1ccc2c(c1)OCCO2 | / | 4 | 5
O=C(COc1ccccc1)NC(NC(=S)Nc1ccccc1C(=O)O)C(Cl)(Cl)Cl (configuration not stated) | / | -5 | -19
C=CCOc1ccc(CN(C)C(=O)c2cc(F)cc3[nH]cnc23)cc1 | -5 | -5 | 12
CN(C)CCNc1cc(C(C)(C)C)nc2c(-c3ccc(Cl)cc3)cnn12 | 0 | 4 | 4
Cc1cc(CN(C)C(=O)CN2CCC(N(C)C)C2)on1 (configuration not stated) | -3 | -6 | /
N#Cc1c(NC(=O)CSc2nnc3n2CCCCC3)sc2c1CCCC2 | -7 | -8 | -3
O=C(NCC1Cc2cc(Oc3ccccc3)ccc2O1)c1ccc(F)cc1 (configuration not stated) | -6 | -4 | 2
CC(C)=CC(=O)NCCN1Cc2ccccc2OC(c2ccccc2F)C1 (configuration not stated) | -1 | 3 | -1
CCN(CC1CCOCC1)C(=O)CC12CC3CC(CC(O)(C3)C1)C2 | / | -4 | 4
Cc1nc(N=C(N)N)nc2ccccc12 | / | 6 | 26

(list continues)
compound | mcGAS inh | hcGAS lum | NPYLR7 ag
CC(C)Cn1ccnc1-c1ccc(OCC(N)=O)c(Cl)c1 | -12 | -7 | -2
CCOCCCn1c(SCc2ccc3ccccc3c2)nc2cc(S(=O)(=O)N3CCCC(C)C3)ccc21 (configuration not stated) | -2 | -2 | -3
O=C(c1ccc(N2CCCC2=O)cc1)N1CCCC(CO)(CCc2ccccc2)C1 (configuration not stated) | -11 | -5 | /
Cc1ccccc1NC(=O)CC(=O)N1CCCN(CCCN2CCOCC2)CC1 | -11 | -4 | 20
CCC1=NN(C(=O)c2cccc([N+](=O)[O-])c2)C(O)(C(F)(F)F)C1 (configuration not stated) | / | -3 | -13
CCC(C)N1CCc2c(C)c(C#N)c3nc4ccccc4n3c21 (configuration not stated) | / | 0 | 6
CC(O)c1ccc(NC(=O)c2cnn3c2NC(c2ccco2)CC3C(F)(F)F)cc1 (configuration not stated) | -4 | -2 | -8
Cc1cc(C)c2[nH]c(C(=O)NCCNS(C)(=O)=O)c(C)c2c1 | / | 2 | 2
COc1cc(C(=O)Nc2ccc(-c3nc4ccccc4o3)c(O)c2)cc(OC)c1OC | -6 | -9 | -9
Cc1c(C(C)NC(=O)C2CCCN(C(=O)C3CC3)C2)oc2ccccc12 (configuration not stated) | / | -8 | 0
O=C(CCN(Cc1ccccc1)c1nc(-c2ccccc2)nc2cc(Cl)ccc12)NCc1ccco1 | -7 | -1 | 5
CCCc1nnc2sc(Cc3c(C)nn(-c4ccccc4)c3C)nn12 | / | -6 | -11
Cc1ccc2sc(NNC(=O)c3ccc(N(C)C)cc3)nc2c1C | -7 | -4 | -8
O=C(CCCN1CCC(O)(c2ccc(Cl)cc2)CC1)c1ccc(F)cc1 | -5&-3 | -2&-2&-4&-3 | -1&-6&0&0
Cc1csc(SCC(=O)NC2CCCc3c2cnn3-c2cccc(C)c2C)n1 (configuration not stated) | -10 | -8 | 5
CCN(Cc1cnn(C)c1)C(=O)c1cc(C)[nH]n1 | / | -6 | -5
CC1CCc2[nH]nc(C3=NC(=Cc4ccccc4)NN3)c2C1 (configuration not stated) | -9 | -5 | -5
OCCN(Cc1ccccn1)[C@@H]1C[C@@H]2CO[C@H](c3ccccc3)C[C@@H]2C1 | -7 | -2 | 23
O=C1C2C(C(=O)N1c1ccc(Br)cc1)C1C=CC2C12CC2 (configuration not stated) | -7 | -3 | 13
COc1cccc(C(CN2CCN(C(=O)c3cc(C)oc3C)CC2)OCc2cccc(Cl)c2)c1 (configuration not stated) | -6 | -4 | /
COc1ccc(-c2nc3cc(C)ccn3c2NC(=O)CCC2CCCC2)cc1 | -9 | -11 | -6
Cc1cc(C(=O)NC2CCCN(Cc3ccccn3)C2)n[nH]1 (configuration not stated) | -8 | -7 | 1
Cc1nc(C)c(Cc2cccc(C(F)(F)F)c2)c(N2CCN(C(=O)Nc3c(Cl)cccc3Cl)CC2)n1 | -4 | -6 | -2
CCn1nnc2c(SCc3cccc4ccccc34)ncnc21 | / | -1 | -1
O=C(c1cc(Cl)c2c(c1)OCCCO2)N1CC=C(c2ccc(O)cc2)CC1 | -18 | -6 | -8
C=CCN(CC#Cc1ccccc1)C(=O)c1ccc(C2CCCN2)s1 (configuration not stated) | -9 | 0 | 8
c1cnn(CCC2CCN(Cc3noc(C4CCCO4)n3)CC2)c1 (configuration not stated) | -6 | -12 | /
CN1CCC2(CC1)CN(Cc1ccnn1-c1ccccc1)CCCN2C | / | -4 | -4
CCOC(=O)C1=C(CN(C)CC2COc3ccccc3O2)NC(=O)NC1C (configuration not stated) | / | -9 | 2
CCc1cccc2c(C(CC(=O)O)c3ccccc3C(F)(F)F)c[nH]c12 (configuration not stated) | / | -3 | -1
O=C(c1ccco1)N(Cc1nccn1Cc1cccc(Cl)c1)CC1CC1 | -5 | -6 | 6
CN(C)C(=O)c1nnc2n1CCN(C(=O)COc1ccccc1)C2 | / | 6 | 0
CC(OCC1CCCCO1)C(=O)N1c2ccccc2SCC1C (configuration not stated) | / | -5 | 1
CC(C)(C)c1ccc(C2=CSC3=NCCN23)cc1 | -5 | -7 | 3
CCc1noc(C)c1NC(=O)OC(C)(C)C | -1 | 2 | 5
O=C(NCCc1ccccc1)C(C1CCCC1)N1CCN(C(=O)c2cccc(F)c2)CC1 (configuration not stated) | / | 3 | -4
CSC1=N/C(=C\c2ccc(F)cc2)C(=O)S1 | -6 | -12 | 0
CC(O)(CC(=O)N1CCc2c(cnn2-c2ccc(S(C)(=O)=O)cc2)C1)C(F)(F)F (configuration not stated) | / | -2 | 2
CCCCOc1ccc(-c2nc(C=Nc3ccccc3Cl)c(O)o2)cc1 | -4 | -2 | 3
O=C(NCCn1nc(-c2ccco2)ccc1=O)c1cccs1 | -4 | 10 | 1
CN(C)c1ccc(CNC(=O)c2ccc(N3CCCCC3=O)cc2)cc1 | / | -6 | -2
CC(=O)Nc1cccc(NC(=O)CSc2nc3c(-c4ccccc4)c(C)nn3c(=O)[nH]2)c1 | -4 | 28 | 5
O=C(Nc1ccc(Cl)cc1)C1CC(=O)N(Cc2ccc3c(c2)OCO3)C(=Nc2ccccc2)S1 (configuration not stated) | / | -1 | 0
Cn1c(Oc2ccc3c(c2)[nH]c2ccccc23)c(C#N)c(=O)n(C)c1=O | -15 | -4 | -1
CCOCCOc1nc(-c2ccc(F)cc2)n(-c2ccc(NC(=O)c3cccc(OC)c3)cc2)n1 | -3 | -10 | 14
COCCCN(CC(=O)N(CCc1c[nH]c2ccccc12)Cc1ccc(Cl)c(Cl)c1)C(=O)c1ccc([N+](=O)[O-])cc1 | -5 | -2 | 22
O=C(CSc1nc(=O)n(Cc2ccco2)c2c1CCC2)Nc1ccccc1[N+](=O)[O-] | -10 | -10 | -4
O[C@H]1COC[C@@H]1N1CCCN(CCN2CCN(c3ccccc3)CC2)CC1 | -7 | -16 | /
CCN(CC)CCNC(=O)c1c(O)nc2sccn2c1=O | -5 | -7 | -3
Cc1ccc(CN(C)C(C)C(=O)Nc2sccc2C#N)cc1 (configuration not stated) | / | -7&-3 | -5&-1

Other results
compound | mcGAS inh | hcGAS lum | NPYLR7 ag
CC(=O)Nc1ccc(CN2CCc3c([nH]c4ccccc34)C2c2ccccc2C)s1 (configuration not stated) | -15 | -2 | 7
CC1CC(C)(C)CCC1NC(=O)c1ncoc1C1CCCO1 (configuration not stated) | -8 | -7 | 9
Cc1ccc(/C=N\N=C2/NC(=O)C(CC(=O)Nc3ccccc3C(F)(F)F)S2)o1 (configuration not stated) | / | -13 | 13
COc1cccc(-c2cc(C(=O)N3CCN(C(c4ccccc4)c4ccccc4)CC3)n(-c3ccc(C)cc3)n2)c1 | -3 | -10 | 1
COc1ccc(CN2CCCC2)cc1Oc1ccnc2ccccc12 | -12 | -8 | 2

Screening data from PubChem BioAssay.
